Screening results deposited in PubChem by several laboratories.
KKLEB tox: counter-screen for CF NF-kB inhibitors: cytotoxicity; KKLEB CF airway cells viability, ATPlite luminescence, overnight; hits give low values; cells stimulated with P. aeruginosa culture filtrate; activity change (cytotoxicity), % at 5 µM; hit rate 0.36% among 360,000; AID 602141;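 active = corrected activity change at or below -50% at 5 µM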
HIF-2a block: inhibitors of HIF-2a; 786-0 RCC cells HIF-2a reporter, luciferase luminescence, overnight; inhibition, % at 18.8 µM; hit rate 0.72% among 360,000; AID 624352;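 active = inhibition of the luminescence signal of 40% or more relative to plate controls, in a single-dose primary screen at 18.75 µM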
Shn3 3UTR inh: Schnurri-3 reporter inhibition in Clone20 osteoblasts | Clone20 osteoblast Shn3 3'UTR firefly luciferase, 24 h | inhibition, % at 12.5 µM | hit rate 0.52% among 360,000 | AID 588674;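 active = mean inhibition of at least 75% with every replicate also reaching 75%; inconclusive = mean inhibition at least 75% but some replicate below; inactive = mean inhibition below 75%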;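 also: 0% = median of neutral control wells and 100% = pilot-screen positive control compound; some compounds past the cut are filed as inactive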
Peg3 promoter: inhibitors of Peg3 promoter. inhibition, % at 20 µM. HeLa PEG-Prom luciferase reporter, luminescence, overnight. hit rate 1.7% among 360,000. AID 588405;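 active = inhibition of at least 50% at 20 µM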
CF NFkB block: inhibitors of cystic fibrosis induced NF-kB. KKLEB NF-kB-GFP reporter, PAF-induced, GFP fluorescence overnight. AID 588850. hit rate 0.86% among 360,000. inhibition, % at 5 µM;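 active = at least 50% inhibition at 5 µM, scaled per plate between neutral and stimulator controls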;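 also: PAF is a Pseudomonas aeruginosa culture filtrate used as stimulus; plate controls were PAF-stimulated DMSO wells for no effect and unstimulated DMSO wells for full effect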
NR2E3 ag-1: activates human NR2E3 receptor | CHO-S Gal4-NCOR/VP16-NR2E3 two-hybrid, luciferase | AID 602229 | Q9Y5X4 | hit rate 0.35% among 360,000 | inhibition of corepressor binding, % at 3.98 µM;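 active = inhibition above the mean of all tested compounds plus 3 SD, cut at about 70% in these data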;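 also: 0% = DMSO with NR2E3 transfected cells and 100% = cells lacking NR2E3 construct; higher means lower luciferase signal from less NR2E3 corepressor binding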
Target sequence (Q9Y5X4 whole entry, looked up, the tested form may be a part): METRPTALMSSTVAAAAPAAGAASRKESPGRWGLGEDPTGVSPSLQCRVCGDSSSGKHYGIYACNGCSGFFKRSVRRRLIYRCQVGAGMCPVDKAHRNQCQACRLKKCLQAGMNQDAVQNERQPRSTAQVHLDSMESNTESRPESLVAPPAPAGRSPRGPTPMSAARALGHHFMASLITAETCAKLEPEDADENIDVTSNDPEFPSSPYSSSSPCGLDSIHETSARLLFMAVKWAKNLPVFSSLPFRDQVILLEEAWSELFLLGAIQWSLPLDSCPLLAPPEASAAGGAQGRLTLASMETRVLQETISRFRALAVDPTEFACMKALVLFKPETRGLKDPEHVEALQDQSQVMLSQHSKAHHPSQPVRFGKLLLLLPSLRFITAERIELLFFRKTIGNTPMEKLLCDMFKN
EBV LMP1 NFkB: inhibitors of Epstein-Barr LMP1-induced NF-kappaB reporter; LMP1-induced NF-kappaB luciferase reporter cells, luminescence; inhibition, % at 12.5 µM; hit rate 0.69% among 350,000; AID 504558; in the data active = inhibition above about 41%; inconclusive = no clear call, values can overlap the other calls;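 also: 0% = neutral control wells and 100% = reference inhibitor control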
NR2E3 ag-2: NR2E3 (human) agonism | Q9Y5X4 | GST-NR2E3/biotin-RetCOR TR-FRET, 1536-well | inhibition of corepressor binding, % at 4.78 µM | hit rate 0.12% among 320,000 | AID 2300;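 active = percent inhibition above the cutoff of mean plus 3 SD of all tested compounds, set per screening campaign, cut at about 20% in these data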;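 also: 0% = DMSO wells and 100% = biotin wells as full block of FRET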
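System: GST-tagged NR2E3 plus biotinylated RetCOR corepressor; Buffer or medium: pH 7.5 Tris-based buffer; Probe or stimulus: RetCOR corepressor, biotinylated, 7 nM; Doses: compound at 4.8 µM, single dose; Schedule: 5 h incubation at 4 °C; Technique: time-resolved FRET; Evaluation: percent inhibition of TR-FRET ratio; Replication: one well per compound, singlicate testing.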
TRPM1 prom inh: inhibitors of MITF-driven TRPM1 promoter in melanoma cells; SK-MEL-5 TRPM1 promoter luciferase, 24 h; inhibition, % at 12.5 µM; hit rate 0.83% among 330,000;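 active = mean inhibition across replicates of 60% or more, whatever share of single replicates reaches that level; inconclusive = some that reach 60%, reason not given; inactive = mean inhibition across replicates below 60%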; also: values of inactives mirror those of a sister screen read the other way
hiPSC survival: hiPSC single-cell survival enhancement; ATPlite luminescence; 100% = ROCK inhibitor wells, 0% = DMSO; hit rate 0.044% among 360,000; survival enhancement, % at 20 µM; in the data active = survival enhancement above about 18%;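 also: cells exposed to compounds for 16 hours before the ATP read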
TRAIL sens C8: sensitizes caspase-8 expressing cells to TRAIL. NB7+C8 cells + TRAIL, ATPlite viability luminescence. inhibition (viability loss, TRAIL sensitization), % at 10 µM. hit rate 1% among 360,000. AID 624354;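 active = compounds causing at least 50% loss of cell viability in the single-dose screen, relative to plate controls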
* hit, by the source's call; ? = inconclusive; . = not tested or not shown.

1	COc1ccc(-c2[nH]nc3c2C(c2ccccc2OC(=O)N2CCOCC2)C(C#N)=C(N)O3)cc1 (configuration not stated)
2	O=C(COC(=O)CCS(=O)(=O)c1ccccc1)Nc1cc(S(=O)(=O)N2CCCCC2)ccc1Cl
3	Cc1ccn2cc(CNC(=O)c3cccs3)nc2c1
4	O=C(CSc1nncc2ccccc12)N1CCOCC1
5	CC(=O)c1sc(-c2ccc(F)cc2)cc1NS(=O)(=O)c1ccccc1
6	CC(Oc1ccc(F)cc1)C(=O)Oc1ccc(N(C)S(=O)(=O)c2ccccc2)cc1 (configuration not stated)
7	CC(C)[C@H](NS(=O)(=O)c1ccccc1)C(=O)OCn1nnc2ccccc2c1=O
8	O=C(Nc1ccc(S(=O)(=O)N2CCCCC2)cc1)C1CCN(C(=O)c2ccco2)CC1
compound no.	1	2	3	4	5	6	7	8
KKLEB tox	-16	-17	17	-2	-28	-11	2	5
HIF-2a block	4	5	-5	-43	4	2	14	16
Shn3 3UTR inh	2	1	-22	-10	1	6	11	26
Peg3 promoter	9	-1	0	-28	9	5	0	23
CF NFkB block	9	19	-45	-3	3	13	-14	5
NR2E3 ag-1	-21	-17	20	0	1	-23	6	-7
EBV LMP1 NFkB	9	-4	-4	2	-7	2	-5	7
NR2E3 ag-2	0	-1	3	2	-3	3	2	3
TRPM1 prom inh	9	-2	-4	2	3	9	-6	6
hiPSC survival	0.0	-0.1	0.7	0.6	-0.2	-0.3	-0.2	0.8
TRAIL sens C8	8	3	20	-15	17	-8	-13	-4

Reprinted at random: five compounds from above
2	O=C(COC(=O)CCS(=O)(=O)c1ccccc1)Nc1cc(S(=O)(=O)N2CCCCC2)ccc1Cl
1	COc1ccc(-c2[nH]nc3c2C(c2ccccc2OC(=O)N2CCOCC2)C(C#N)=C(N)O3)cc1 (configuration not stated)
8	O=C(Nc1ccc(S(=O)(=O)N2CCCCC2)cc1)C1CCN(C(=O)c2ccco2)CC1
4	O=C(CSc1nncc2ccccc12)N1CCOCC1
3	Cc1ccn2cc(CNC(=O)c3cccs3)nc2c1
compound no.	2	1	8	4	3
KKLEB tox	-17	-16	5	-2	17
HIF-2a block	5	4	16	-43	-5
Shn3 3UTR inh	1	2	26	-10	-22
Peg3 promoter	-1	9	23	-28	0
CF NFkB block	19	9	5	-3	-45
NR2E3 ag-1	-17	-21	-7	0	20
EBV LMP1 NFkB	-4	9	7	2	-4
NR2E3 ag-2	-1	0	3	2	3
TRPM1 prom inh	-2	9	6	2	-4
hiPSC survival	-0.1	0.0	0.8	0.6	0.7
TRAIL sens C8	3	8	-4	-15	20

Further structures.
9	Cc1nc(N2CCN(C(=O)c3ccco3)CC2)c2oc3ccccc3c2n1
10	COc1ccc(CNC(=O)C2(C)Cc3c(-c4ccc(C(N)=O)cc4)ccnc3O2)cc1OC (configuration not stated)
11	Cc1cc(C(=O)N2CCC2(C)C(=O)NS(=O)(=O)c2cccc(OC(F)F)c2)nn1C (configuration not stated)
12	CC1=CC(C)(C)N(C(=O)Nc2ccccc2)c2ccccc21
13	CCc1ccc(-n2cc(-c3ccc(F)cc3)[n+]3c2SCCC3)cc1
14	Cc1c(N(C)S(=O)(=O)c2cccc(C(=O)NCC3CCCO3)c2)c(=O)n(-c2ccccc2)n1C (configuration not stated)
15	S=C1NCN(Cc2ccccc2)CN1
16	O=C1Cc2cc(S(=O)(=O)N3CCNCC3)ccc2N1
compound no.	9	10	11	12	13	14	15	16
KKLEB tox	-13	-11	4	-2	6	4	2	23
HIF-2a block	9	4	8	-10	16	12	20	5
Shn3 3UTR inh	4	0	4	10	72	-21	0	-1
Peg3 promoter	8	-17	5	-4	17	7	19	-3
CF NFkB block	-8	-21	7	0	-12	-1	-9	-9
NR2E3 ag-1	-13	4	-8	-2	25	9	-14	-8
EBV LMP1 NFkB	-2	.	.	-5	26	-3	1	0
NR2E3 ag-2	2	.	.	7	-1	0	0	.
TRPM1 prom inh	-15	.	.	-14	56	2	10	-6
hiPSC survival	-0.3	1.4	-3.1	1.5	-2.2	-0.1	0.7	-3.2
TRAIL sens C8	-14	-7	-10	-4	40	4	5	2

17	CN(C)c1ccc(/C=C(/NC(=O)c2ccccc2)C(=O)N/N=C/c2ccc([N+](=O)[O-])c(O)c2)cc1
18	Cc1cc(C)cc(NC(=O)CSc2nnc(Cc3cccn3C)n2-c2ccc(F)cc2)c1
19	Cc1ccc(SCC(=O)Nc2ccc(S(=O)(=O)Nc3ncccn3)cc2)cc1
20	CCOC(=O)CN(C(=O)CSc1nnc(-c2cccc(OC)c2)o1)c1ccc(F)cc1
21	COc1ccc(COC(=O)N/C=C/c2ccco2)cc1
22	Cc1cccc(CNc2ncnc3ccc(-c4cccnc4)cc23)c1
23	Cc1cccc(NC2=NC(=S)N(c3ccc(C(=O)O)cc3)C23CCCCC3)c1
24	CCCCN(C/C=C/c1ccccc1OC)Cc1ccccc1
compound no.	17	18	19	20	21	22	23	24
KKLEB tox	10	-10	-8	-5	5	-27	-5	6
HIF-2a block	39	8	11	-36	-2	32	12	18
Shn3 3UTR inh	31	-3	-8	5	6	24	-33	38
Peg3 promoter	35	-9	-3	0	-1	19	10	1
CF NFkB block	5	5	-1	-3	-33	26	8	6
NR2E3 ag-1	-74	13	-17	-10	-3	-1	-12	-18
EBV LMP1 NFkB	17	-34	5	1	-10	-4	5	9
NR2E3 ag-2	-5	5	1	-2	-4	.	0	4
TRPM1 prom inh	31	-4	6	2	-17	5	-11	6
hiPSC survival	2.7	-0.3	-1.7	-0.3	0.1	-0.3	3.9	-0.6
TRAIL sens C8	-3	-3	0	17	7	1	-6	-6

25	CCN(CC(=O)Nc1c(F)cccc1F)C(=O)CCN1C(=O)c2cccc([N+](=O)[O-])c2C1=O
26	CCOC(=O)Cn1nnc(-c2ccccc2)n1
27	CCNC(=O)C(Sc1ccccc1)c1ccccc1 (configuration not stated)
28	COC(=O)CSc1nc(N)c(C#N)c(CC(C)C)c1C#N
29	CCc1ccc(N2CC(C(=O)Nc3ccc(S(=O)(=O)NCC4CCCO4)cc3)CC2=O)cc1 (configuration not stated)
30	CCCn1c(N)c(C(=O)CSc2nnc(-c3ccoc3C)n2C)c(=O)n(C)c1=O
31	COc1ccc(NC(=O)C/C(C)=N/NC(=O)C(=O)NC(C)C)c(OC)c1
32	CN(CC(=O)NCC(=O)Nc1ccc(F)cc1)C1CCS(=O)(=O)C1 (configuration not stated)
compound no.	25	26	27	28	29	30	31	32
KKLEB tox	-4	-13	-10	6	-6	2	2	-11
HIF-2a block	7	17	20	1	4	20	8	11
Shn3 3UTR inh	6	-3	-7	-28	17	-1	-7	7
Peg3 promoter	12	13	12	9	10	10	-14	6
CF NFkB block	2	-3	0	-4	-2	5	0	-11
NR2E3 ag-1	-15	-16	12	6	-33	-3	4	-14
EBV LMP1 NFkB	8	1	-2	-1	-5	-1	2	-4
NR2E3 ag-2	1	-2	-1	3	1	2	2	1
TRPM1 prom inh	12	-8	-1	-15	11	0	5	0
hiPSC survival	0.1	1.1	-1.9	-0.9	-0.5	0.1	8.6	-0.1
TRAIL sens C8	26	-1	0	7	0	2	1	4

33	Cc1ccc(S(=O)(=O)N(C)CCCC(=O)N2CCN(C=O)CC2)cc1
34	CCCCCn1c(=O)[nH]c2cc(C(=O)NCc3ccccn3)ccc2c1=O
35	Cc1cc(Cl)c(S(=O)(=O)NCc2ccncc2)cc1OCC(N)=O
36	CC(C)CNc1cc(Cl)c(S(=O)(=O)NCC(C)C)cc1C(=O)O
37	Cc1cc(C)n(Cc2nc3ccccc3n2C)n1
38	CC(C)CN(CC(C)C)S(=O)(=O)N1CCC(C(=O)NCCc2ccc(Cl)cc2)CC1
39	CCCCN1C(=S)NC[C@@H]1c1ccccc1
40	Cc1ccc(C(=O)c2c3ccc(C(F)(F)F)cc3[n+]([O-])n2CCCC(N)=O)cc1
compound no.	33	34	35	36	37	38	39	40
KKLEB tox	-7	2	-6	-2	-4	-4	6	-15
HIF-2a block	12	4	8	21	11	11	8	13
Shn3 3UTR inh	-9	7	25	-19	-16	32	-16	-3
Peg3 promoter	-9	3	11	14	-2	21	8	3
CF NFkB block	12	-14	15	8	4	8	-17	2
NR2E3 ag-1	5	-2	-25	-19	-5	13	29	4
EBV LMP1 NFkB	-4	-8	-2	-18	-4	-2	3	-5
NR2E3 ag-2	0	-1	1	5	0	-2	0	-4
TRPM1 prom inh	3	3	3	8	-16	13	-2	11
hiPSC survival	1.6	-0.3	1.0	0.2	-1.4	5.1	4.3	2.6
TRAIL sens C8	-12	0	-1	6	8	-18	-1	-11

41	CC1Cc2cc(/C(O)=C3/C(=O)C(=O)N(CCCn4ccnc4)C3c3cccnc3)ccc2O1 (configuration not stated)
42	COc1c(C)cc(C(=O)C2CCCN(C(=O)c3cccc(-n4cccn4)c3)C2)cc1C (configuration not stated)
43	CSc1ccc(-c2nnn(CC(=O)NCc3ccccc3)n2)cc1
44	Cc1ccc(NC(=O)CSc2nc(NS(=O)(=O)c3ccc(C)cc3)cc(=O)[nH]2)cc1
compound no.	41	42	43	44
KKLEB tox	2	2	1	-12
HIF-2a block	6	2	1	8
Shn3 3UTR inh	3	?	2	-37
Peg3 promoter	1	4	4	3
CF NFkB block	-2	-7	-2	7
NR2E3 ag-1	5	-69	-39	-8
EBV LMP1 NFkB	-5	-8	-2	1
NR2E3 ag-2	2	1	5	-1
TRPM1 prom inh	2	-4	10	6
hiPSC survival	5.2	0.9	1.6	0.5
TRAIL sens C8	-15	3	14	-15

A portion of the library; rates above refer to the full screens.
